OXTR potentiator: human OXTR potentiators, primary screen, fluorescence, CHO-OTR cells, Fluo-8 calcium; Fluo-8 calcium fluorescence, potentiator mode; 0% = oxytocin EC15, 100% = EC100; activation, % at 3 µM; Oxytocin receptor (Homo sapiens), P30559; AID 2445, 2010; actives 0.061% (n = 320,000);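 active = activation above that plate's cutoff, the mean activation of tested compounds plus 3 SD, cut at about 6.6% in these data, passing the limit was not always enough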;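 note: 100% uses oxytocin at 75 nM as the full agonist control; some results filed as inactive read as strong as hits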
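Measured by – Fluo-8 calcium dye fluorescence · Test system – human OTR in CHO cells · Dosing – one concentration, 3.0 µM compound · Controls – EC15 oxytocin alone as 0%, 75 nM oxytocin as 100% · Evaluation – normalized max/min fluorescence ratio, % activation · Timing – 6 min pre-incubation, 100 s read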
GPR7 antag: GPR7 receptor antagonists, primary screen, cell-based, fluorescence, single concentration | GPR7-expressing cells, fluorescence antagonist assay | inhibition, % at 4.4 µM | actives 1.1% (n = 290,000) | AID 1861, 2009; in the data active = inhibition above about 16%, passing the limit was not always enough;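 note: cells stimulated with the agonist NPW; 0% = agonist with vehicle and 100% = vehicle without agonist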
Target sequence (P48145 whole entry, looked up): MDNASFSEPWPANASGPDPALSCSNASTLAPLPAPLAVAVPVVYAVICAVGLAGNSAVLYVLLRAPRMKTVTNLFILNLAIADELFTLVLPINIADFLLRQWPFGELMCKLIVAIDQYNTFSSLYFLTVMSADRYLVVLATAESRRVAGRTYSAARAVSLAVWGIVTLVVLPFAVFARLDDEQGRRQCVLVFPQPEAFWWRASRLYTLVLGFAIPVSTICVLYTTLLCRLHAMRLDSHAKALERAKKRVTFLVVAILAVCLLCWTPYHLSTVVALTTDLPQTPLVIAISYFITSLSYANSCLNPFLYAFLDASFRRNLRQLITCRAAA
TAAR1 antagonist: human TAAR1 antagonists, primary screen, Fluo-8 calcium fluorescence, CHO RD-HGA16 cells | Trace amine-associated receptor 1 (Homo sapiens), Q96RJ0 | inhibition, % at 3 µM | antagonist | actives 1.5% (n = 360,000);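 active = inhibition above a per-plate cutoff, the mean inhibition of test compounds on that plate plus 3 SD, cut at about 49% in these data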;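 note: 0% = DMSO plus EC80 beta-PEA response and 100% = DMSO alone without agonist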
Target sequence (Q96RJ0 whole entry, looked up): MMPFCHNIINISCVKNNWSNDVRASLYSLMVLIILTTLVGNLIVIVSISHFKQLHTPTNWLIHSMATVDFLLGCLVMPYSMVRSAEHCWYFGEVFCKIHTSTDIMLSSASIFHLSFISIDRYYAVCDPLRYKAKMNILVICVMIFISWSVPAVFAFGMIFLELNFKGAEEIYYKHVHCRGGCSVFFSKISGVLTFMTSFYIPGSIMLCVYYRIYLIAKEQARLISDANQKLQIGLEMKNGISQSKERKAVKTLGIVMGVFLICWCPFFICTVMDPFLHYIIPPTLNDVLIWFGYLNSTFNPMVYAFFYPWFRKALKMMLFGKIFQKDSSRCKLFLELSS
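Test system – hTAAR1-expressing CHO RD-HGA16 cells, Gα16-coupled · Reagent – β-PEA at EC80 concentration, post-compound challenge · Compound dosing – 3 µM, single point · Timing – 140 s kinetic read after compound, 140 s after agonist · Detection – Fluo-8 intracellular calcium dye fluorescence, real-time kinetic reads · Control set – DMSO and EC80 PEA controls · Repeats – n of 1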
CHO-K1 Ca ag: counter-screen for M1 agonists: effect in parental CHO-K1 cells. Fluo-8 calcium fluorescence; scaled to maximal ATP response, vehicle zero. activation, % at 3 µM. actives 0.48% (n = 360,000). AID 602248, 2012; in the data active = activation above about 15%;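 note: untransfected CHO-K1 host cells lacking M1 receptor as counterscreen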
CHO-K1 Ca PAM: nonselective calcium activators in parental CHO-K1 cells, primary screen, counter-screen for M1 PAM project, cell-based, Fluo-8 calcium fluorescence, full deck, 1536-well | ATP EC20; 0% at ATP EC20, 100% at ATP max | activation, % at 3 µM | actives 0.02% (n = 360,000);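 active = activation above the run cutoff, the mean activation of all test compounds plus 3 SD, cut at about 40% in these data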;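 note: peak over basal fluorescence ratio in a 140 s read after ATP addition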
OXTR agonist: human OXTR agonists, primary screen, fluorescence, CHO-OTR cells, Fluo-8 calcium. Fluo-8 calcium fluorescence; normalized: DMSO 0%, oxytocin 100%. activation, % at 3 µM. actives 0.32% (n = 320,000). AID 2435, 2010;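 active = activation above the mean of all tested compounds plus 3 SD, cutoff set per screening run, cut at about 20% in these data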;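 note: peak over basal fluorescence ratio from a 100 s FLIPR kinetic read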
CHO-K1 Ca antag: M1 antagonist counterscreen hit in parental CHO-K1 cells; ATP-induced calcium, Fluo-8 fluorescence; inhibition, % at 3 µM; actives 0.6% (n = 360,000); AID 602250;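 active = inhibition above a per-plate cutoff, the plate's mean sample inhibition plus 3 SD, cut at about 24% in these data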;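 note: 0% = DMSO plus EC80 ATP and 100% = DMSO alone without ATP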
CHO parental Ca: ATP-evoked calcium signal inhibitors, parental CHO, primary screen, counter-screen for OX1R antagonist project, cell-based, fluorescence, Fluo-8 calcium dye | parental CHO-K1, ATP-induced calcium, Fluo-8 fluorescence | inhibition, % at 5.6 µM | actives 0.63% (n = 330,000) | AID 463079, 2010;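 active = inhibition above that plate's mean sample inhibition plus 3 SD, cut at about 26% in these data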;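 note: 0% = ATP-challenged DMSO wells and 100% = DMSO wells without ATP; some compounds past the cut are filed as inactive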
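test system = CHO parental line | reagent = ATP stimulus | measured by = intracellular calcium via Fluo-8 no-wash fluorescent dye | control set = ATP and no-ATP DMSO wells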
V1R ag counter: agonists of human V1a receptor, primary screen, counter-screen for OXTR agonist project, fluorescence, CHO-V1R cells. Vasopressin V1a receptor (Homo sapiens), P37288. Fluo-8 calcium fluorescence, agonist mode; 0% DMSO, 100% 3 nM vasopressin. activation, % at 3 µM. actives 0.25% (n = 320,000). AID 2797, 2010;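 active = activation above the mean activation of all tested compounds plus 3 SD, per screening run, cut at about 20% in these data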;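 note: signal is peak over basal fluorescence ratio across a 100 second FLIPR read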
Target sequence (P37288 whole entry, looked up): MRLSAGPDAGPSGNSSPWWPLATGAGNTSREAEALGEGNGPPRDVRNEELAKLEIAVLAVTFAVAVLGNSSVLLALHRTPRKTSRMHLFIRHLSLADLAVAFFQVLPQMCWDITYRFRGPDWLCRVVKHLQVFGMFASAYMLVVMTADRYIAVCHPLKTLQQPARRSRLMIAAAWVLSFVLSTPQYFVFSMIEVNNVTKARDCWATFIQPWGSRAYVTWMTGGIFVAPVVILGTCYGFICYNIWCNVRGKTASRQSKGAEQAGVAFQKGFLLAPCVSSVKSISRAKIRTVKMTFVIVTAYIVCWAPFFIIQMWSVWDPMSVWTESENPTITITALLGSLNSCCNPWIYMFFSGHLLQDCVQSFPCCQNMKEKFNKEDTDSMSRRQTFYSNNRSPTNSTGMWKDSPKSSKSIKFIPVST
Numbers without * were called inactive; · = no result given.

SMILES	OXTR potentiator	GPR7 antag	TAAR1 antagonist	CHO-K1 Ca ag	CHO-K1 Ca PAM	OXTR agonist	CHO-K1 Ca antag	CHO parental Ca	V1R ag counter
Cc1cccc(C(=O)Nc2nnc(S(=O)(=O)N3CCC(C)CC3)s2)c1	-8	13	0	1.0	18	4.9	-19	3	7.6
O=[N+]([O-])c1ccc(-c2nnc(-c3ccccc3)c(N3CCOCC3)n2)cc1	-5	0	-3	0.5	-4	0.1	8	-3	-0.2
CCCC(=O)NC(=S)Nc1c(C)cc(Br)cc1C	-12	1	-9	0.7	11	-0.7	-6	-4	-1.0
O=C(c1cccc(S(=O)(=O)N2CCOCC2)c1)N(Cc1nnc(-c2ccccc2Cl)o1)C1CC1	1	·	-11	1.1	-9	0.7	9	-20	3.3
Cc1cc(C)nc(NC(=O)/C=C/c2ccc3c(c2)OCO3)c1	-4	2	-5	0.6	2	-2.4	-3	-13	-1.4
Cc1cccc(NC(=O)COC(=O)c2ccccn2)c1	5	-5	-6	1.5	-7	2.3	-13	-3	0.0
Cc1nnc(NC(=O)Cc2cccs2)s1	-1	-10	14	0.1	0	0.0	-19	2	1.4
CCC(=O)N1CCc2cc(S(=O)(=O)CCC(=O)Nc3ccc(F)c(F)c3)ccc21	-11	-18	-6	-0.1	-8	-0.3	35*	-16	-0.3
Cc1sc2ncnc(N3CCC(C(=O)Nc4nnc(CC(C)C)s4)CC3)c2c1C	-2	·	20	0.7	16	0.6	-4	-23	-0.2
Cc1ccccc1NS(=O)(=O)c1ccc2c(c1)NC(=O)CO2	-15	-2	1	0.2	11	0.6	6	-7	1.2
COC(CNS(=O)(=O)c1ccc(Cl)cc1)c1ccccc1 (stereo unspecified)	-5	-11	-3	0.1	-10	-2.3	1	-22	-1.0
CCN(CC)c1ccc(C=Nc2cc(C)cc(C)c2)c(O)c1	-1	-7	-2	0.6	22	-1.4	-10	0	0.0
O=C(CSc1nnc(CN2CCOCC2)n1-c1ccc(Cl)cc1)Nc1cc(Cl)ccc1O	-12	6	30	3.1	15	9.6	-7	14	5.6
O=C(CSCc1c(Cl)cccc1Cl)Nc1ccccc1C(=O)N1CCOCC1	-11	-3	-16	1.8	8	-1.0	1	-13	-1.3
C=Cc1ccc(CN2CCCN(Cc3ccc(F)cc3)S2(=O)=O)cc1	-11	5	24	1.0	-21	-1.1	-15	-1	1.5
CCOn1c(=O)c(-c2ccc(Cl)cc2)[n+]([O-])c2ccccc21	4	-14	-9	0.2	12	-0.5	-10	-4	-0.3
COc1ccc([C@H]2C[C@H](O)[C@@H](n3cc(-c4ccc(F)cc4)nn3)CN2Cc2cccs2)cc1	·	·	-13	0.7	12	·	-6	·	·
NC(=O)c1cc2n(n1)C(C(F)(F)F)CC(c1ccco1)N2 (stereo unspecified)	0	-7	-5	0.8	17	1.4	-5	-2	-0.3
COc1ccc(NC(=O)CN2C(=O)CSc3ncccc32)cc1	-4	-4	-4	-0.2	-1	0.7	5	-2	1.1
CSCc1c(C(=O)NC2CCCc3ccccc32)oc2ccccc12 (stereo unspecified)	-8	-1	12	-0.1	2	-1.6	9	-39	0.5
O=C(Nc1cccc(C(=O)N2CCN(Cc3ccccc3)CC2)c1)c1ccccc1	0	24	20	2.1	13	-0.4	-4	-6	1.1
CC(C)(C)c1ccc(C(=O)CCC(=O)NCc2ccccc2)cc1	-3	·	6	0.7	17	-2.2	-17	-43	-0.9
Cc1ccc(C)c(NC(=S)NNC(=O)c2csc(C(C)C)c2)c1	2	-6	-7	0.7	-2	1.7	4	-15	2.1
Cc1ccc(NC(=S)N2CCCC2)cc1C	·	-2	8	0.0	-6	·	1	·	·
CCOC(=O)CSC(C)C(=O)Nc1nnc(C(C)C)s1 (stereo unspecified)	0	-14	-19	1.0	20	-0.9	-14	0	0.4
Cc1ccc(S(=O)(=O)Nc2ccc(C(=O)NCc3ccccn3)cc2)cc1	-7	-11	15	0.3	-1	0.8	18	1	0.8
O=C1C[C@@H]2c3c(cccc3CN1Cc1ccccc1Cl)C[C@@H](O)[C@H]2O	·	·	6	1.3	11	·	-13	·	·
COc1cc(OC)cc(C(=O)N[C@H](C(=O)Nc2ccc(F)cc2F)C(C)C)c1	-5	10	-3	-0.2	-2	-0.8	-9	-21	-0.8
O=C(NCCS(=O)(=O)NCc1ccc(Cl)cc1)c1ccccc1	-10	·	10	1.2	12	-0.7	-9	-8	-0.5
Nc1cc(-c2ccccc2)nn1Cc1ccccc1	-10	-7	-5	0.7	12	0.2	-5	-21	0.2

Full records as entered above.
Listed for `Cc1ccc(C)c(NC(=S)NNC(=O)c2csc(C(C)C)c2)c1` → OXTR potentiator: 2; GPR7 antag: -6; TAAR1 antagonist: -7; CHO-K1 Ca ag: 0.7; CHO-K1 Ca PAM: -2; OXTR agonist: 1.7; CHO-K1 Ca antag: 4; CHO parental Ca: -15; V1R ag counter: 2.1
Listed for `CCOn1c(=O)c(-c2ccc(Cl)cc2)[n+]([O-])c2ccccc21` → OXTR potentiator: 4; GPR7 antag: -14; TAAR1 antagonist: -9; CHO-K1 Ca ag: 0.2; CHO-K1 Ca PAM: 12; OXTR agonist: -0.5; CHO-K1 Ca antag: -10; CHO parental Ca: -4; V1R ag counter: -0.3

Further records.
SMILES	OXTR potentiator	GPR7 antag	TAAR1 antagonist	CHO-K1 Ca ag	CHO-K1 Ca PAM	OXTR agonist	CHO-K1 Ca antag	CHO parental Ca	V1R ag counter
CCc1ccc(CN2CCC(n3nccc3NC(=O)c3ccc4c(c3)OCO4)CC2)cc1	-6	5	-5	2.0	-2	3.6	-6	2	2.5
CCN(CC)S(=O)(=O)c1ccc(NS(=O)(=O)c2ccc(O)c([N+](=O)[O-])c2)cc1	-3	-3	-3	-0.5	-8	-1.1	21	1	0.1
CCOc1ccc(-n2c(Cc3cc(=O)[nH]c(=O)[nH]3)nnc2SC(C)C(=O)OC)cc1 (stereo unspecified)	-8	-7	-9	0.4	6	0.0	-2	-8	-0.9
CN(C)c1cccc2c1c(NC(=O)Nc1ccc(F)cc1F)nn2C	-4	-10	-1	-0.2	2	-2.4	2	-24	-1.8
CC(=O)N/C(=C/c1ccc2c(c1)OCO2)C(=O)NCC(=O)O	-7	-12	-9	0.6	20	0.4	-3	4	0.4
Cc1ccc(C2C(C(=O)c3cc4ccccc4o3)=C(O)C(=O)N2CCN2CCOCC2)cc1 (stereo unspecified)	-4	15	-8	0.3	10	-0.1	2	-21	0.5
C=CCn1c(SCC(=O)Nc2cccc3ccccc23)nnc1-c1cnccn1	-2	-12	-11	0.5	16	-2.3	-2	-20	-0.5
COCCNC(=O)c1ccc(Cl)c(Cl)c1	-6	-15	6	0.2	-2	-0.8	-2	1	-0.1
CCN(Cc1ccccc1)C(=O)CN1C(=S)NC(C)(C)CC1C (stereo unspecified)	-5	-6	4	0.4	12	-2.9	-1	-8	-0.3
CC(C)(C)OC1NS(=O)(=O)OCC1NCOC(Cl)(Cl)Cl (stereo unspecified)	-13	5	5	0.6	20	0.6	-15	4	1.0
COc1ccc(S(=O)(=O)N(CC(=O)N/N=C/c2ccccc2C(=O)O)c2ccccc2OC)cc1	-22	-2	-11	0.4	17	-1.8	-13	-25	-0.9
O=C1C=C(NNC(=O)c2cccnc2)CC(c2ccco2)C1 (stereo unspecified)	-1	-7	-11	2.9	20	2.7	-12	1	3.1
CC(C)N(Cc1ccccc1)C(=O)COC(=O)c1ccc(S(=O)(=O)N2CCOCC2)cc1	-8	·	-9	1.2	7	1.7	-12	-15	1.8
N#Cc1cccc(NC(=O)c2cc(C3CCCCN3C(=O)CCCc3ccccc3)on2)c1 (stereo unspecified)	·	·	61*	3.3	-1	·	-6	·	·
CSCC[C@H](NC(=O)[C@@H]1Cc2ccccc2CN1)C(=O)Nc1ccc2c(c1)OCCO2	-4	-6	-11	1.0	13	0.5	-2	-30	0.4
CC(C)c1ccc(NC2CCCN(C(=O)c3cc(C(C)C)[nH]n3)C2)cc1 (stereo unspecified)	·	-11	-25	2.7	20	·	-11	·	·
Cc1ccc(SCC(=O)NCCSC(C)(C)C)cc1	-7	-11	-2	-0.2	4	-2.3	8	5	-1.0
CCOC(=O)CSc1n[nH]c(-c2cccnc2)n1	-9	-5	3	0.3	3	0.4	-10	0	0.2
CC(=O)NC(C)c1cc(Cl)c2cccnc2c1O (stereo unspecified)	-4	·	1	1.0	17	1.0	-15	-1	1.6
Cn1c(=O)c2c(O)c(C=Nc3ccc(F)cc3)c(=O)n(C)c2n(C)c1=O	-7	-10	·	·	·	-0.3	·	-5	0.4
CC1CCN(C(=O)CSCC(=O)O)CC1	-11	-8	-31	0.3	2	0.0	-13	13	0.0
Cc1nn(C)c(Oc2cccc(Cl)c2)c1C(=O)O	0	-3	9	-0.1	6	-0.1	4	7	1.2
O=C(Nc1cccc(Cl)c1)C1=CC=CN2CCS(=O)(=O)N=C12	1	·	15	0.4	-2	2.5	-13	0	0.8
Cc1cccc(C)c1NC(=O)CSc1nc(C2CC2)nc2ccccc12	-3	-7	-4	0.2	8	-0.6	-15	-17	2.0
Cc1ccc(NCC(=O)N/N=C/c2cccc(Br)c2)cc1	-18	-9	-16	0.0	7	-1.7	-10	4	-1.1
COc1ccc(C(=O)N2CCN(Cc3ccccc3C)CC2)cc1OC	-1	-6	-3	0.1	-1	1.0	-1	-7	2.5
CC(=O)c1cccc(NC(=O)CN2C=NS(=O)(=O)c3ccc(C)cc32)c1	-2	-19	10	0.7	10	0.4	-14	-3	1.0
O=C1Nc2ccc3sc4ccccc4c3c2C1=O	-7	8	-9	-0.6	-13	-0.8	-2	-8	-0.5
Cc1cc(C)cc(SCc2noc(C(=O)NCC3CC3)c2C(=O)NCC2CC2)c1	-12	·	13	·	·	0.5	·	-20	2.5
O=C(c1cnn2c(C(F)(F)F)cc(-c3ccco3)nc12)N1CCCc2ccccc21	-4	-2	-9	0.2	15	-0.1	-11	3	0.3
O=C1CS/C(=N/N=C/c2cccs2)N1Cc1ccc(F)cc1	-12	-15	13	7.3	2	2.8	8	6	3.5
COc1ccc(-c2csc(N=C(N)N)n2)cc1	-3	-3	-21	-0.1	-5	0.0	-4	-6	0.4
Cc1ccc(/C=[N+](\[O-])c2ccc(N(C)C)cc2)c2nsnc12	·	-12	-1	0.2	-1	·	-2	·	·
Cc1c(Nc2cc(N3CCCCCC3)c3nonc3c2[N+](=O)[O-])c(=O)n(-c2ccccc2)n1C	-6	-13	0	-0.1	4	0.0	4	-11	-0.2
Nc1n[nH]c(-c2ccccc2)n1	-10	-4	-17	0.7	2	-0.2	-15	18	-0.1
